# TRPC4 block: TRPC4 (mouse) channel inhibition | Q9QUQ5 | HEK293 TRPC4beta/mu-opioid, DAMGO-evoked Fluo4 calcium flux; hits give low values | B-score at 10 µM | hit rate 0.39% among 300,000 | AID 2247;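 active = B-score over 3 SD under the library average, no early fluorescence shift, positive overall ratio signal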
#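 Assay system: HEK293 cells with stable TRPC4beta plus mu-opioid receptor expression; Probe or stimulus: DAMGO in two steps, submaximal then maximal; Dosing: single-point compound dosing; Measured by: Fluo4 calcium-dye fluorescence, kinetic read; Read-out basis: B score from integrated Fluo4 fluorescence ratio.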
# TRPC4 PAM: allosterically enhances the mouse TRPC4 cation channel; Q9QUQ5; HEK293 TRPC4beta/mu-opioid, DAMGO EC20, Fluo-4 Ca2+ flux; hits give high values; B-score at 10 µM; hit rate 0.42% among 310,000; AID 2227;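 active = B-score of calcium response area above 5 SD of library B-scores, with initial fluorescence ratio within 5 SD of library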;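 also: B-score of integrated fluorescence ratio over time as area under calcium response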
# KCNQ1 act: potentiates or activates the human KCNQ1 potassium channel; hit rate 0.35% among 310,000; CHO-K1 KCNQ1, thallium flux FluxOR fluorescence; hits give high values; B-score at 10 µM; AID 2648;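 active = fluorescence ratio B-score, a plate-corrected score, at least three library SD, with initial intensity B-score within 5 SD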
#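 Schedule – 37 °C overnight plating, 90-min dark dye load, 20-min compound pretreatment · System – stable KCNQ1 CHO-K1 line · Probe or stimulus – thallium- and potassium-containing depolarizing buffer · Measured by – kinetic FluxOR fluorescence, 10 s baseline plus 110 s post-stimulus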
# KCNK9 block: blocks the human KCNK9 two-pore domain potassium channel; Q9NPC2; HEK293 KCNK9, FluxOR thallium flux fluorescence; hits give low values; B-score at 10 µM; hit rate 1.2% among 310,000;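 active = ratio B-score over 3 SD below the library mean, with starting fluorescence within 5 SD of its mean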;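 also: negative B-score means less thallium flux so channel inhibition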
# Target sequence (Q9NPC2 whole entry, looked up, the tested form may be a part): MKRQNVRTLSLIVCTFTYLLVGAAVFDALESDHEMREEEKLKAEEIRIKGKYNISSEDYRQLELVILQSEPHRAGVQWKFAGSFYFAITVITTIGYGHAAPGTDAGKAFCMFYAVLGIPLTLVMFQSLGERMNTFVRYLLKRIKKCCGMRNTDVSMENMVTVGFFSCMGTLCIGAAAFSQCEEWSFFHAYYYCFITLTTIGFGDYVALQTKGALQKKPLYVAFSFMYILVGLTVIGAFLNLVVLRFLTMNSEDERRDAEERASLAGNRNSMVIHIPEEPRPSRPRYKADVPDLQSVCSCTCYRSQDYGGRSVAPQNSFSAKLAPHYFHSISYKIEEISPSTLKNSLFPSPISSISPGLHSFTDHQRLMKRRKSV
# Dyrk1A ADPGlo: inhibitors of rat Dyrk1A kinase | Q63470 | ADP-Glo luminescence, NFATc1 peptide | inhibition, % at 12.5 µM | hit rate 0.43% among 310,000 | AID 504441; in the data active = inhibition above about 50%;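 also: plate controls were vehicle with enzyme for no effect and no enzyme for full effect; many of its hits are not listed in these tables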
# TRPC4 act: opens the mouse TRPC4 cation channel. HEK293 TRPC4beta/mu-opioid, Fluo4 calcium fluorescence; hits give high values. B-score at 10 µM. Q9QUQ5. hit rate 0.49% among 310,000;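 active = B-score above 5 SD of library B-scores, and initial fluorescence ratio not above library mean plus 5 SD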;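 also: positive B-score marks a calcium rise read as TRPC4 activation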
#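 Assay system: HEK293 stable line with TRPC4beta plus mu-opioid receptor; schedule: 45 min room-temperature Fluo4 loading, 110 s read; technique: kinetic Fluo4 calcium fluorescence; evaluation: integrated baseline-normalised fluorescence ratio, converted to per-well B score; controls: buffer (low) and maximal DAMGO (high)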
# Platelet DG rel: modulates dense granule release in human platelets. human platelet-rich plasma, SFLLRN dense granule ATP release, luminescence. inhibition, %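 (compounds screened at 7.5 µM in platelet-rich plasma)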. hit rate 0.22% among 300,000. AID 1663;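 active = mean replicate score, as percent of positive control, at or above 50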
# KCNK3 block: human KCNK3 channel inhibition, primary screen | O14649 | CHO-KCNK3 thallium flux, FluxOR fluorescence; hits give low values | B-score at 10 µM | hit rate 0.84% among 340,000;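 active = B-score under library mean minus 4 SD, starting fluorescence ratio at most library mean plus 5 SD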;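 also: more negative B-score means stronger inhibition of thallium flux through KCNK3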
# Target sequence (O14649 whole entry, looked up): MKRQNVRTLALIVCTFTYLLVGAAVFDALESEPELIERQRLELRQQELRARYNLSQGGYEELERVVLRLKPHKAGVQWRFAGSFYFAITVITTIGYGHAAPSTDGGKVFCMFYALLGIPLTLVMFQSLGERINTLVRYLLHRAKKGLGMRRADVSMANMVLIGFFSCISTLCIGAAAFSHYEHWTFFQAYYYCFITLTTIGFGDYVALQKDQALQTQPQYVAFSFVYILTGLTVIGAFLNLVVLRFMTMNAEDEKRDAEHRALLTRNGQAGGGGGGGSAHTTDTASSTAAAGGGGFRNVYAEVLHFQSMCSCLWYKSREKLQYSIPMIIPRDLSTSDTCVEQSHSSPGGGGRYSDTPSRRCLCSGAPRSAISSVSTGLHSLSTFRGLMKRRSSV
# hERG rescue: shields human hERG channel from block by proarrhythmic agents; activation (rescue from dofetilide block), less the hit threshold, % at 10 µM; CHO-hERG, FluxOR thallium flux, dofetilide IC70 present; hit rate 0.51% among 310,000; Q12809;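 active = activation above the mean of controls blocked by dofetilide plus 5 SD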;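 also: thallium influx through hERG after potassium depolarization seen as dye fluorescence rise; in these data hits start at about 4.7%; inactives centre near -7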
# PolyA inhibitor: yeast polyadenylation inhibition; S. cerevisiae SKY197-pL101 polyadenylation reporter, beta-gal luminescence; efflux-impaired pdr1/pdr3 knockout yeast; score 100 = 6 SD above DMSO; calls only at 12 µM; hit rate 0.02% among 300,000; AID 1875;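 active = lowest replicate activity score at least 50, where 100 means six control SD above control mean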;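 also: yeast exposed to compound for 9 h at 30 °C; higher score means more reporter readthrough which indicates perturbed polyadenylation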
# KCNQ1 block: human KCNQ1 channel inhibition. CHO-K1 KCNQ1, FluxOR thallium flux fluorescence; hits give high values. AID 2642. B-score at 10 µM. hit rate 1.3% among 310,000;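 active = compounds whose thallium flux B-score, printed positive for inhibition, exceeds three library SD while starting fluorescence stays within three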;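 also: channel opened by potassium depolarization with thallium stimulus after 20 min compound exposure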
# * hit, by the source's call; i = inactive; nt = no result given.
# Value order: TRPC4 act, hERG rescue, PolyA inhibitor, KCNK3 block, KCNQ1 block, KCNQ1 act, Platelet DG rel, Dyrk1A ADPGlo, KCNK9 block, TRPC4 PAM, TRPC4 block
- Cc1nnc(SCc2nnc(-c3ccccc3Br)o2)n1-c1ccccc1
  i, -8, i, i, i, i, 1, -11, i, i, i
- CC1CCC(NC(=O)C2CCC(CNS(=O)(=O)c3cccc4nsnc34)CC2)CC1 (centres undefined)
  i, -14, i, i, i, i, -12, 3, i, i, i
- Cn1nc(C(F)(F)F)c(C(=O)Nc2ccc(F)cc2F)c1Sc1ccc(C(F)(F)F)cc1
  i, -12, i, i, i, i, -8, 11, i, i, i
- CCOc1ccccc1CNc1nc2ccccc2n1C
  i, -1, i, i, i, i, -4, 1, i, i, i
- COc1ccc(COC(=O)c2sc3nc4n(c(=O)c3c2C)CCC4)cc1
  i, -7, i, i, i, i, -49, -6, i, i, i
- O=C(Nc1ccccc1)NC1CCCc2ccccc21 (centres undefined)
  i, -7, i, i, i, i, -4, -3, i, i, i
- Cc1nc2cc(C(F)(F)F)ccc2n1CCNc1nc(-c2cc(Cl)c(N)c(Cl)c2)cs1
  i, -10, i, i, i, i, -1, 6, i, i, i
- Cc1ccc(S(=O)(=O)NCCC(=O)Nc2ccc(S(=O)(=O)NC(C)C)cc2)cc1
  i, -2, i, i, i, i, 2, -2, i, i, i
- Cc1ccc2[nH]c3c(c2c1)CN(C(=O)CN1CCN(c2ccccn2)CC1)CC3
  i, -15, i, i, i, i, -4, 5, i, i, i
- CCOc1ccc(NC(=O)C2CCCN(S(=O)(=O)c3ccc4c(c3)CC(C)N4C(C)=O)C2)cc1 (centres undefined)
  i, -6, nt, i, i, i, -1, 3, i, i, i
- O=C(CSc1nnc(Cc2ccccc2)o1)NCCc1ccccc1
  i, 0, i, i, i, i, -2, 19, i, i, i
- Cn1cccc1CC(=O)NNC(=S)NC(=O)c1ccc(F)cc1
  i, -15, i, i, i, i, -3, 7, i, i, i
- Cc1ccccc1NC(=O)C1CCN(C(=O)NC2CCCCC2)CC1
  i, -1, i, i, i, i, 13, -9, i, i, i
- C#CCOCCOCCOCCNc1nc(N2CCN(C(=O)[C@H]([C@@H](C)CC)n3cc([C@@H](N)Cc4ccc(O)cc4)nn3)CC2)nc(N2CCN(C(=O)[C@H](CCCCN)n3cc([C@@H](N)CC(C)C)nn3)CC2)n1
  i, -1, i, nt, i, i, 1, nt, i, i, i
- CCC(=O)N1CCN(c2ccnc3cc(Cl)ccc23)CC1
  i, -5, i, i, i, i, 11, 55*, i, i, i
- COc1ccc(S(=O)(=O)Nc2cccc(N(C)S(C)(=O)=O)c2)cc1Br
  i, -11, i, i, i, i, -1, -4, i, i, i
- CCOCCn1c(CN2CCC(Cc3ccccc3)CC2)nc2c1c(=O)n(C)c(=O)n2C
  i, -9, i, i, i, i, -4, nt, i, i, i
- O=C(N1CCOCC1)N1CCN(c2ccccc2)CC1
  i, 0, i, i, i, i, 12, -3, i, i, i
- Clc1cccc(-c2nc(NCCCN3CCOCC3)c3ccccc3n2)c1
  i, -23, i, -9.4*, i, i, -4, 8, i, i, i
- CCC(=O)N1CCN(c2ccc(NC(=O)COc3ccccc3Cl)cc2)CC1
  i, -12, i, i, i, i, -1, -3, i, i, i
- Cc1cc2oc(=O)cc(CN3CCN(Cc4ccccc4)CC3)c2cc1Cl
  i, -11, i, i, i, i, -5, -5, i, i, i
- C=CC1=C2C=C(C3CC3)N(CC3CC3)C=C2C(=O)C(C)(OC(=O)c2ccco2)C1=O (centres undefined)
  i, -7, i, i, i, i, -1, 14, i, i, i
- COc1cc(NC(=O)c2ccccc2F)c(OC)cc1NC(=O)CN1CCCCC1
  i, -3, i, i, i, i, 0, -1, i, i, i
- CCCc1nc2ccccc2n1CCOC
  i, -14, i, i, i, i, -1, -5, i, i, i
- Cc1ccccc1CSCC(=O)Nc1c(C)n(C)n(-c2ccccc2)c1=O
  i, -3, i, i, i, i, 14, -1, i, i, i
- N/C(=N\OC(=O)CCc1ccccc1)c1ccc(Cl)cc1
  i, -8, i, i, i, i, 1, nt, i, i, i
- CC(=O)Nc1ccc(S(=O)(=O)NCCC(=O)Nc2ccc(C)c(F)c2)cc1
  i, -3, i, i, i, i, 1, -1, i, i, i
- Cc1nn(Cc2ccccc2Cl)c2sc(C(=O)Nc3ccccc3N3CCOCC3)cc12
  i, -7, i, i, 6*, i, 0, -2, i, i, i
- Oc1ccc(Cl)cc1C1=NNC(c2cc(Br)cc3c2OCOC3)C1 (centres undefined)
  i, -3, i, -8.8*, i, i, 11, -4, i, i, i
- CC(C)CNC(=O)c1ccc2c(c1)C(=O)N(Cc1ccco1)C2=O
  i, -2, i, i, i, i, 1, 0, i, i, i
- COCCn1c(SCC(=O)NC(C)c2ccc(F)cc2)nc2ccccc21 (centres undefined)
  i, -8, i, i, i, i, -1, -2, i, i, i
- Cc1cccc(NC(=S)NC2CC3CCC(C2)N3Cc2ccco2)c1C (centres undefined)
  i, -1, i, i, i, i, -8, 8, i, i, i
- Cc1cc(C(=O)OCc2nc3ccccc3s2)c(C)o1
  i, -5, i, i, i, i, 3, -1, i, i, i
- COc1ccc(C)cc1NC(=O)c1[nH]c(C)c(C(C)=O)c1C
  i, -12, i, i, i, i, 5, 3, i, i, i
- COCCNC(=O)Cn1c(=O)n(CCCC(=O)NCc2ccc3c(c2)OCO3)c(=O)c2sccc21
  i, -4, i, i, i, i, -1, -4, i, i, i
- CCOC(=O)c1c(S(=O)(=O)NCC(=O)Nc2ccccc2OC)c(C)n(C)c1C
  i, -8, i, i, i, i, -1, -2, i, i, i
- COc1ccc(C)cc1-n1c(C)cc(C=O)c1C
  i, -1, i, i, i, i, 16, -4, i, i, i
- O=C(CO/N=C/c1ccccc1OC(F)F)NC1CCCCC1
  i, -9, i, i, i, i, 8, -4, i, i, i
- Cc1nc(SCCC(=O)O)c2ccccc2n1
  i, -8, i, i, i, i, -5, -1, i, i, i
- Cc1ccc(O)c(NC(=O)c2ccc3c(c2)C(=O)N(Cc2cccnc2)C3=O)c1
  i, -11, i, i, i, i, 15, 0, i, i, i
- CC(Cc1cccs1)NC(=O)c1cccs1 (centres undefined)
  i, -13, i, i, i, i, -2, -1, i, i, i
- Cc1ccc(C)c(NC(=O)C2C(c3ccccc3)C2(Cl)Cl)c1 (centres undefined)
  i, -6, i, i, i, i, 10, -1, i, i, i
- Cc1cc(C)nc(N2CCC(C(=O)NCC3CCCCC3)CC2)n1
  i, -12, i, i, i, i, 2, 0, i, i, i
- O=C(Cn1nnc2ccccc21)OCC(=O)c1ccc(F)cc1
  i, -20, i, i, i, i, nt, -2, i, i, i
- C/C=C\C=C/C(=O)Nc1cccc(C2=NOC3(C2)C[C@@H](C(N)=O)N(C(=O)CCCCC)C3)c1 (some centres undefined)
  i, -7, i, i, i, i, 1, 7, i, i, i
- COc1ccc(CN2C(=NC(=O)c3ccccc3)SC3CS(=O)(=O)CC32)cc1 (centres undefined)
  i, -6, i, i, i, i, -4, nt, i, i, i
- CCn1c(Cc2ccccc2)nnc1SCC(=O)Nc1nc2ccccc2s1
  i, -10, i, i, i, i, -21, -2, i, i, i
- O=C(CN1C(=O)NC2(CCCCC2)C1=O)Oc1ccc2c(C(F)(F)F)cc(=O)oc2c1
  i, -9, i, i, i, i, 1, 0, i, i, i
- Cc1ncc([N+](=O)[O-])n1CC(=O)N/N=C/c1ccccc1F
  i, -15, i, i, i, i, 3, -6, i, i, i
- CC1CN(c2nc3ccccc3cc2-c2ccccc2)CC(C)O1 (centres undefined)
  i, -11, i, i, i, i, 1, -3, i, i, i
- Cc1ccc(C)c(NC2=C(Cl)C(=O)OC2OC(=O)c2ccco2)c1 (centres undefined)
  i, -8, i, i, i, i, -1, 0, i, i, i
- CCCc1noc(-c2ccc(-c3ccccc3)cc2)n1
  i, 0, i, i, i, i, 6, -12, i, i, i
- COc1ccc(-n2c(C)cc(C(=O)CSc3nn4c(=O)c(C(C)(C)C)nnc4s3)c2C)cc1
  i, -20, i, i, i, i, -2, 4, i, i, i
- C#CCOc1ccc(/C=N/NC(=O)c2cccnc2)cc1OCC
  i, -4, i, i, i, i, 3, 13, i, i, i
- COc1cccc(N2C(=O)CN(Cc3ccccc3)C2=S)c1
  i, -9, i, i, i, i, 5, -1, i, i, i
- COCCn1cnc2c1c(=O)n(CC(=O)NC(=O)NC(C)(C)C)c(=O)n2Cc1ccccc1
  i, -6, i, i, i, i, 5, 3, i, i, i
- CCS(=O)(=O)N1Cc2ccccc2CC1C(=O)N(C)CC(=O)Nc1cccc(F)c1 (centres undefined)
  i, -12, i, i, i, i, -8, 14, i, i, i
- CC(=O)Nc1ccc(Nc2cc(C)c3ccccc3n2)cc1
  i, -4, i, i, i, i, 1, nt, i, i, i
- COc1ccc(CCNCC(=O)N2C(C)CCCC2C)cc1OC (centres undefined)
  i, -3, i, i, i, i, -7, -1, i, i, i
- CCCC(=O)NCCc1cc2c(C)ccc(C)c2[nH]c1=O
  i, -5, i, i, i, i, 16, -4, i, i, i

# Further results:
# Value order: TRPC4 act, hERG rescue, PolyA inhibitor, KCNK3 block, KCNQ1 block, KCNQ1 act, Platelet DG rel, Dyrk1A ADPGlo, KCNK9 block, TRPC4 PAM, TRPC4 block
- O=C(CCN1CCN(C/C=C/c2ccccc2)CC1)Nc1ccccc1Cl
  i, -18, i, i, i, i, 3, nt, i, i, i
- O=C(O)COCC(=O)Nc1ccc2c(c1)oc1ccccc12
  i, -2, i, i, i, i, 6, 2, i, i, i
- c1ccc(-c2cnn3nnnc3n2)cc1
  i, -9, i, i, i, i, 0, -5, i, i, i
- O=C(Nc1ccc(F)cc1)c1ccc(=O)[nH]n1
  i, 0, i, i, i, i, 6, 2, i, i, i
- O=[N+]([O-])c1cccnc1Oc1ccc(OCc2ccccc2)cc1
  i, -8, i, i, i, i, 0, 1, i, i, i
- COC(=O)c1ccc(C(=O)NC(=S)Nc2nc3c(s2)CCCC3)cc1
  i, 2, i, i, i, 23*, 12, 1, i, i, i
- CC1(c2ccccc2)NC(=O)N(CC(=O)NCCC2=CCCCC2)C1=O (centres undefined)
  i, -6, i, i, i, i, -6, -2, i, i, i

# The list is partial; count on the stated rates, not on these rows.
